# Insulin prom inh: TRM-6 insulin promoter activity inhibition | 130,000 compounds, 0.9% hits | TRM-6 cells (human fetal islet line), insulin promoter-eGFP reporter, imaging; reporter expression induced with tamoxifen | inhibition, % at 2 µM | AID 1273;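 active means inhibition above the mean plus 3 SD, with well images judged a real hit on visual review, cut at about 60% in these data, passing the limit was not always enough; inconclusive means inhibition over the cutoff but images rejected on review; inactive means inhibition not above the cutoff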
# SDO1 yeast rescue: sdo1-depleted yeast growth rescue | S. cerevisiae sdo1-depleted JHY4D growth rescue, OD600 30 h; hits give high values; pdr5 snq2 efflux-pump mutant strain | z-score at 10 µM | 140,000 compounds, 0.21% hits | AID 817;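 active means z-score above 3 at both the 24 hr and the 30 hr optical density reads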;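 further: z-score against mean and SD of all compound wells on the same plate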
# SDO1 yeast rescue Rescue 24 h: second read-out of SDO1 yeast rescue, no call of its own (marks repeat the call); z-score; S. cerevisiae sdo1-depleted JHY4D growth rescue, OD600; measured here: growth rescue at 24 h;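 0 is the plate mean of compound wells and units are plate SD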
# The depositor's hits bear a star; ? = inconclusive; / = not tested or not shown.
SMILES,Insulin prom inh,SDO1 yeast rescue,SDO1 yeast rescue Rescue 24 h
Cn1nccc1C(=O)Nc1ccn(C23CC4CC(CC(C4)C2)C3)n1,-18,-0.35,-0.64
COc1cc(-c2nc3ccccc3s2)ccc1O,-29,-1.8,-1.1
CCCC(=O)Nc1cc(OCC)c(NC(=O)NC2CCCCC2)cc1OCC,/,-1,-0.25
CCc1cc(=O)oc2c(C)c(O)c(CN3CCCCC3)cc12,-71,0.23,-0.06
COc1ccc2nc(SCC(=O)N(C)C3CCCCC3)c(C#N)cc2c1,/,-1.7,-0.46
O=c1c2ccccc2nnn1CSc1ccc2ccccc2n1,11,-1.3,-1.5
CCOC(=O)C(C#N)C(c1cccnc1)c1c(C)[nH][nH]c1=O (configuration not stated),21,0.46,-0.27
CCOC(=O)N1CCN(c2c(-c3ccc(C)c(C)c3)c(=O)c2=O)CC1,-26,-0.75,-1.4
Cc1cc(C(=O)CSc2nnnn2C)c(C)n1-c1ccc2c(c1)OCCO2,-18,-0.63,0.13
Cn1c(C(C)(O)C(O)c2ccccc2)nc2ccccc21 (configuration not stated),/,0.92,-0.09
O=C(NCCN=C1NS(=O)(=O)c2ccccc21)c1ccc2nccnc2c1,-20,-0.04,-0.6
O=C(NCc1ccccn1)c1ccc([N+](=O)[O-])cc1,-14,1.8,1.4
c1cncc(-c2nc(NCCCn3ccnc3)c3ccccc3n2)c1,67,/,/
Cc1cc(C(=O)Nc2cccc(S(=O)(=O)N3CCCCC3)c2)c2ccccc2n1,-92,/,/
CCOC(=O)C(C)Oc1nc(Oc2ccccc2)nc(N(C)C)n1 (configuration not stated),27,-0.4,-0.29
CC1CCN(C(=O)CCCNC(=O)Cn2cnc3sc4c(c3c2=O)CCCC4)CC1,0,-0.23,-0.92
Cc1nc2c(C(=O)NCc3ccc4c(c3)OCO4)c[nH]n2c(=O)c1Cl,/,0.92,0.62
Cc1ccc(NCc2nnc(SCC(=O)N3CCCCC3)n2CC2CCCO2)c(C)c1 (configuration not stated),-29,/,/
Cc1ccc(Cl)c(OC(=O)c2ccc(N3CCOCC3)c([N+](=O)[O-])c2)c1,-19,-0.85,-0.93
COc1cccc(CNc2nc3nc(C)cc(C)n3n2)c1,64,0.58,0.28

# Continued; the last 6 above are carried over.
SMILES,Insulin prom inh,SDO1 yeast rescue,SDO1 yeast rescue Rescue 24 h
CCOC(=O)C(C)Oc1nc(Oc2ccccc2)nc(N(C)C)n1 (configuration not stated),27,-0.4,-0.29
CC1CCN(C(=O)CCCNC(=O)Cn2cnc3sc4c(c3c2=O)CCCC4)CC1,0,-0.23,-0.92
Cc1nc2c(C(=O)NCc3ccc4c(c3)OCO4)c[nH]n2c(=O)c1Cl,/,0.92,0.62
Cc1ccc(NCc2nnc(SCC(=O)N3CCCCC3)n2CC2CCCO2)c(C)c1 (configuration not stated),-29,/,/
Cc1ccc(Cl)c(OC(=O)c2ccc(N3CCOCC3)c([N+](=O)[O-])c2)c1,-19,-0.85,-0.93
COc1cccc(CNc2nc3nc(C)cc(C)n3n2)c1,64,0.58,0.28
C/C(=N\NC(=O)c1cc(C)nc2ccccc12)c1ccco1,-29,/,/
NNC(=O)c1nnn(-c2nonc2N)c1-c1cccs1,-66,0.48,-0.06
CCCc1[nH]n(-c2nc3ccccc3s2)c(=O)c1C=NCCN1CCOCC1,33,-0.26,-0.09
Cc1nn(-c2ccccc2)c2[nH]c(=O)c(CNCc3ccc4c(c3)OCO4)cc12,/,0.61,0.63
COc1ccc2cc(C(=O)NC3CCCCC3)c(=O)oc2c1,20,-0.86,-0.04
O=C(NCc1ccc2c(c1)OCO2)c1c[nH]c2ccc(S(=O)(=O)N3CCOCC3)cc2c1=O,/,-1,1.1
CC1=C/C(=C/N(C)C)C(=O)O1,0,/,/
O=C(Nc1ccccc1)c1nnsc1S(=O)(=O)c1ccc(Cl)cc1,6,-2.4,-1.9
CCc1ccc(Nc2nnc(SC3CCOC3=O)s2)cc1 (configuration not stated),47,1.8,0.79
CCn1c(=NC(=O)CN2C(=O)CCC2=O)sc2c(C)cc(C)cc21,/,-0.65,-0.45
Cn1c(=O)c2[nH]c(-c3cccnc3)nc2n(C)c1=O,-29,0.46,0.34
Cc1cc(C)c(C#N)c(N2CCN(Cc3ccc4c(c3)OCO4)CC2)n1,-71,0.38,2.1
CCc1nc(N)c(C#N)c(-c2ccncc2)c1C,-11,-0.21,-1.6
Cc1cccc(NC(=O)CSc2nnc(C)c(=O)n2N)c1C,/,0.7,0.55
COCC(=O)N1CCN(c2ccc([N+](=O)[O-])cc2)CC1,-23,1.3,1.4
CC1=C(C(=O)OCc2ccccc2)C(/C=C/c2ccccc2)N2C(=O)CCSC2=N1 (configuration not stated),-37,-1.2,-0.25
O=S(=O)(c1ccccc1)N1CCN=C1SCc1cccnc1,-38,/,/
COC(=O)c1ccccc1NC(=O)c1ccco1,21,0.85,0.51
CCc1nnc(NC(=O)CSc2nc(C)c3c(c2C#N)CCCC3)s1,85*,-1.9,-1.3
O=C(Nc1ccc(F)cc1)c1ccccc1F,-14,0.5,0.18

# Shown with two lines to a compound: part of the list above.
# Values run as follows: Insulin prom inh	SDO1 yeast rescue	SDO1 yeast rescue Rescue 24 h
> COC(=O)c1ccccc1NC(=O)c1ccco1
  21	0.85	0.51
> CCc1nnc(NC(=O)CSc2nc(C)c3c(c2C#N)CCCC3)s1
  85*	-1.9	-1.3

# (further entries)
SMILES,Insulin prom inh,SDO1 yeast rescue,SDO1 yeast rescue Rescue 24 h
COC(=O)CC(NC(=O)c1ccco1)c1cccc2ccccc12 (configuration not stated),/,-0.83,-1.6
C=CCn1c(Cc2cccs2)nnc1SCC(=O)Nc1cccc(OC)c1,7,-0.71,-0.62
Cc1ccccc1S(=O)(=O)c1c(C)cc(C)n(C)c1=O,57,/,/
COc1cc(C(c2sc3nc(C)nn3c2O)N2CCOCC2)cc(OC)c1OC (configuration not stated),/,-1.1,-1.5
COc1ccc(/C=N/NC2=NCCCCC2)c(OC)c1,-67,/,/
CC(=O)Nc1cccc(NC(=O)c2cc(-c3cccnc3)nc3ccc(Br)cc23)c1,-9,0.46,0.69
Cc1cc(C(F)(F)F)c(C#N)c(Sc2ccccc2)n1,50,0.62,-0.65
CCOC(=O)N1CCC(NC(=O)C(C)n2c3ccccc3c3cnn(C)c(=O)c32)CC1 (configuration not stated),0,-0.23,-0.98
CCc1ccc(C(=O)Nc2nnn(CC)n2)cc1,64,1.6,3
CCOC(=O)c1csc(NC(=O)CSc2nnnn2-c2cccc(OC)c2)n1,3,-0.32,-1.1
CCOC(=O)N1CCN(c2ccc(C(C)=O)cc2F)CC1,36,0.29,0.26
Cc1onc(-c2ccccc2)c1C(=O)N/N=C/c1c[nH]c2ccccc12,66,/,/
COCCN(C(=O)CSc1nnc(Nc2ccccc2F)s1)c1c(N)n(Cc2ccccc2)c(=O)[nH]c1=O,/,-0.02,-0.68
CCCCOc1cccc(C(=O)NC(=S)Nc2cccc(C(F)(F)F)c2)c1,0,-1.4,-0.48
COc1cc(OC)c(C(=O)NCC(c2cccs2)N(C)C)cc1OC (configuration not stated),36,/,/
C=CCOc1ccc2ccccc2c1CNc1ncn[nH]1,-29,0.3,0.26
O=C(CNC(=O)c1ccc(Oc2ccccc2)cc1)OC1CCCCC1=O (configuration not stated),-30,-0.59,-0.74
CC(C)C(C(=O)OCC(=O)c1ccc2c(c1)NC(=O)CO2)N1C(=O)c2ccccc2C1=O (configuration not stated),/,-0.44,-0.25
Cc1cccc(NC(=O)CSc2n[nH]c(-c3ccncc3)n2)c1,9,0.53,-0.01
Cc1nn(Cc2nc(-c3cccs3)no2)c(C)c1Br,/,-0.48,-0.42

# A different layout for part of the listing above:
Cc1cc(C(F)(F)F)c(C#N)c(Sc2ccccc2)n1
  Insulin prom inh: 50; SDO1 yeast rescue: 0.62; SDO1 yeast rescue Rescue 24 h: -0.65

CCOC(=O)N1CCC(NC(=O)C(C)n2c3ccccc3c3cnn(C)c(=O)c32)CC1 (configuration not stated)
  Insulin prom inh: 0; SDO1 yeast rescue: -0.23; SDO1 yeast rescue Rescue 24 h: -0.98

CCc1ccc(C(=O)Nc2nnn(CC)n2)cc1
  Insulin prom inh: 64; SDO1 yeast rescue: 1.6; SDO1 yeast rescue Rescue 24 h: 3

CCOC(=O)c1csc(NC(=O)CSc2nnnn2-c2cccc(OC)c2)n1
  Insulin prom inh: 3; SDO1 yeast rescue: -0.32; SDO1 yeast rescue Rescue 24 h: -1.1

# The list goes on.
SMILES,Insulin prom inh,SDO1 yeast rescue,SDO1 yeast rescue Rescue 24 h
CC(NC(N)=O)C(=O)OCc1ccc(Cl)cc1Cl (configuration not stated),-13,1.5,0.74
COc1ccc(NC(=O)CSc2nncc3ccccc23)cc1,17,/,/
CC(C)COc1ccc(C(=O)NC(CC(C)C)C(=O)O)cc1 (configuration not stated),/,-0.26,-0.61
COc1ccc(CN2CCN(C(=O)CN3C(=O)C4C5C=CC(C5)C4C3=O)CC2)c(OC)c1OC (configuration not stated),-18,0.24,0.11
COc1ccc(C)cc1NC(=S)N1CCN(S(C)(=O)=O)CC1,-16,-0.12,-0.78
CCCCCCOc1ccc(/C=c2\s/c(=C(/C#N)C(=O)NCc3ccco3)n(-c3ccccc3)c2=O)cc1,-14,-0.11,-0.81
CCOc1ccccc1C1CC(=O)Nc2cc3c(cc21)OCCO3 (configuration not stated),21,-1.6,-0.65
O=C(NCC1CCCO1)c1ccc(CS(=O)(=O)c2ccc(Cl)cc2)o1 (configuration not stated),29,0.7,0.11
COc1ccc(C(=O)Nc2ccc(Cl)cn2)cc1Cl,/,-1,-1.5
O=C(Nc1c2c(nn1-c1ccccc1)CS(=O)C2)c1ccc(S(=O)(=O)N2CCOCC2)cc1 (configuration not stated),-6,/,/
COC(=O)c1[nH]c2ccc(C)cc2c1NC(=O)CN1CCc2cc(OC)c(OC)cc2C1,19,0.56,0.79
COc1cc(/C=N\NC(=O)CNC(=O)C2COc3ccccc3O2)ccc1O (configuration not stated),/,1.3,1.1
CC(=O)c1ccc(NC(=S)NC(=O)CC(C)C)cc1,21,0.03,0.08
O=C(O)CNC(=O)C(Cc1ccccc1)NC(=O)OCc1ccccc1 (configuration not stated),33,/,/
CCOC(=O)c1c(NC(=O)CCl)sc(C(=O)N(CC)CC)c1C,?,-0.62,-1.2
Cc1ccc(N(CCC(=O)NC(C)(C)C)S(=O)(=O)c2ccc(C)cc2)cc1,-40,/,/
COc1ccc(CNC(=O)C2CCN(S(=O)(=O)N3CCC4(CC3)OCCO4)CC2)c(OC)c1,50,1.3,0.83
COc1cc(/C=C/C(=O)OCC(=O)Nc2cccc(Oc3ccccc3)c2)ccc1O,-4,-0.4,0.4
COc1ccc(-c2noc(CN3CCN(c4ccccc4)CC3)n2)cc1,/,0.18,2.7
COCCNC(=S)NNc1cccc(C(=O)O)c1,9,/,/
CC(NC(=O)Nc1nnc(C(F)(F)F)s1)N1C(=O)C2C3C=CC(C3)C2C1=O (configuration not stated),-11,-0.36,-0.36
Cc1cccc2cc(C#N)c(SCC(=O)N3CC(=O)Nc4ccccc43)nc12,-123,-0.06,-0.52
c1ccc(CCc2nc(-c3ccncc3)no2)cc1,-33,-0.14,-0.74
COc1cc2c(cc1OC)CN(C(=O)c1ccc(OC)c(S(=O)(=O)N3CCOCC3)c1)CC2,29,-0.04,-0.38
Cc1ccc(-c2[nH]nc3c2C(C)C(C#N)=C(N)O3)cc1 (configuration not stated),-28,1,1
C#CCSc1nnc(-c2cccc3ccccc23)o1,-15,/,/
COc1ccc(Br)cc1C(=O)Nc1cccc(-c2nnc(-c3ccco3)o2)c1,11,/,/
C=C(C)Cn1c(CCNC(=O)CCC)nc2ccccc21,12,1.5,1.7
Cn1nnnc1SCC(=O)N1CCN(c2cccc(Cl)c2)CC1,-4,-0.98,-1.7
Cc1ccc2c(c1)CCCN2C(=O)c1ccc2c(c1)OCO2,-94,0.98,1.6
CC(C)(C)OC(=O)C(Cc1ccc(OC(C)(C)C)cc1)NC(=O)CNC(=O)CNC(=O)OCc1ccccc1 (configuration not stated),-27,0.1,-1.1
COc1ccc(-c2nnc(N)s2)cc1,75*,1.4,3.6
Cc1ccc(NC2=C(Cl)C(=O)c3ccccc3C2=O)cc1,35,0.37,1.4
Cn1c(SCC(=O)Nc2ccc3nc(SCC(=O)N4CCCC4)sc3c2)nnc1-c1ccc(N)cc1,11,0.92,1.7
Cc1ccc(C)c2[nH]c(=O)c(C(c3nnnn3CCc3ccccc3)N3CCOCC3)cc12 (configuration not stated),/,0.5,0.55
COc1cc(NC(=O)CN2CC(c3ccccc3)CC2=O)cc(OC)c1 (configuration not stated),/,-0.01,-0.23
FC(F)(F)c1nnc2ccc(N3CCOCC3)nn12,-24,1.3,0.45
FC(F)(F)c1ccc(Oc2ccc3c(C(F)(F)F)cc(C(F)(F)F)nc3n2)cc1,-18,0.41,0.12
Fc1ccc(CN2C3=NCCCN3c3ccccc32)cc1,13,0.21,-0.29
Cc1ccc(OCCc2csc(N)n2)cc1,-38,/,/
O=[N+]([O-])c1ccc(N2CCN(S(=O)(=O)c3ccccc3)CC2)cc1NCc1ccco1,/,0.3,0.83
CCc1nnc(NC(=O)CSc2nc3c(cc2C#N)CCC3)s1,-29,-0.67,-0.07
Oc1ccc(-n2cnnn2)cc1,7,0.61,0.71
CC1=[N+]([O-])C(C)(C)C(C)N(O)C1=O (configuration not stated),34,0.68,-0.11
CCC1(C(=O)OC)NC(c2ccco2)C2C(=O)N(c3ccccc3)C(=O)C21 (configuration not stated),-17,1.1,0.24
Cc1nc2sc3c(c2c(=O)n1N)CCC3,0,/,/
CCOC(=O)c1csc(NC(=O)CSc2nnnn2CC)n1,42,-1.1,-0.61
O=C(c1ccccc1)N1CCc2ccccc21,0,0.11,-0.4
CN1CCN(c2nc3c(c(=O)n(C)c(=O)n3C)n2CC(=O)C23CC4CC(CC(C4)C2)C3)CC1,-74,0.32,0.32

# Source: PubChem (several laboratories)
